Diaphorase inh: diaphorase inhibition or chemical oxidation counter-screen | diaphorase resazurin-to-resorufin fluorescence, NADH, 16 min; bacterial (C. kluyveri) enzyme, not human | inhibition, % at 20 µM | hit rate 0.69% among 190,000;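 active means primary screen inhibition at 20 µM above a set limit, cut at about 50% in these data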;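 further: plate controls were DMSO with full reaction for no effect and wells lacking NADH for full effect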
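controls = No-NADH positive control and DMSO neutral control | system = Clostridium kluyveri diaphorase enzyme | timing = reaction incubation of 16 min at room temperature | signal = resorufin fluorescence 544/590 nm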
ROMK primary: human ROMK K+ channel modulation, primary screen; B-score at 10 µM; hit rate 2% among 130,000; Tet-inducible ROMK, thallium flux fluorescence; actives lie on both sides;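 active means signal ratio slope over the read window, or its plate-corrected B-score, at least 3 SD from the plate mean, either direction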;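 further: B-score of the F/F0 ratio slope over 7 to 12 s after thallium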
PPARg SRC2 recr: PPARgamma-driven SRC-2 recruitment agonism. P37231. hit rate 0.34% among 200,000. activation, % at 8 µM. PPARgamma LBD-SRC-2 recruitment, biochemical; in the data active means activation above about 22%;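 further: 0% = vehicle and 100% = reference agonist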
Diaph act CS: activates diaphorase or chemically reduces, flagging diaphorase assay artifacts | activation factor at 20 µM | Diaphorase/resazurin coupled assay, resorufin fluorescence, 16 min; hits give high values; 1 = vehicle wells, 0 = NADH-free wells | hit rate 0.005% among 190,000;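 active means diaphorase activity raised at least twofold by the compound at 20 µM; inactive means activation factor below 2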
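Material: purified diaphorase enzyme from Clostridium kluyveri; Also added: 0.114 mM NADH and 0.1 mM resazurin, final amounts; Doses: single compound dose of 20 µM, 1% DMSO final; Times: 16 min enzyme reaction, ambient temperature; Detection: resorufin fluorescence, excitation 544 nm, emission 590 nm; Measure: increased resorufin signal from activators or reducing compounds.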
PMI activator: phosphomannose isomerase (human) activation; hit rate 0.005% among 190,000; activation factor at 20 µM; P34949; purified human PMI, coupled resazurin fluorescence, 20 min; hits give high values; 1 = vehicle control, 0 substrate-free wells;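 active means activation factor of 2 or more at 20 µM, relative to plate controls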
Target sequence (P34949 whole entry, looked up): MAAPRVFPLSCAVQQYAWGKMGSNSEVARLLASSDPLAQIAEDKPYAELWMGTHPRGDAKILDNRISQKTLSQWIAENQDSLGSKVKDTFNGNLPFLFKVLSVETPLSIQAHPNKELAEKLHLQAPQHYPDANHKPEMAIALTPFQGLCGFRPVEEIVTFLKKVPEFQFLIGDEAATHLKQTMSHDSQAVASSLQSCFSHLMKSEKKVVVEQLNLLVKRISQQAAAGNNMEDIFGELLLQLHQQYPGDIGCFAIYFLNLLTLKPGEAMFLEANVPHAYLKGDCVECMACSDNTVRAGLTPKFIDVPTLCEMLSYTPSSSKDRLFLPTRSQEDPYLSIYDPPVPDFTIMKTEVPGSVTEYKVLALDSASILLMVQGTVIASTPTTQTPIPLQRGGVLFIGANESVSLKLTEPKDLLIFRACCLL
TR-FRET SRC-2 ct: flags TR-FRET format artefacts in PPARgamma SRC-2 recruitment agonist screen; TR-FRET artefact counter-screen; hits give high values; TR-FRET ratio at 8 µM; hit rate 0.4% among 200,000; in the data active means TR-FRET ratio above about 2000; further: inactives centre near 1500
S1P3 antagonist: S1P3 (human) receptor antagonism | inhibition, % at 4.98 µM | AID 485 | hit rate 0.27% among 170,000 | Q99500 | CHO S1P3 NFAT-BLA reporter, FRET fluorescence, antagonist mode;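 active means inhibition above the plate cutoff, the mean inhibition of test wells on that plate plus 3 SD, cut at about 28% in these data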;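 further: cells challenged with S1P at its EC80 of 0.8 µM; blue over green emission ratio from cleaved BLA substrate after 4 h stimulation; 0% = S1P-stimulated wells and 100% = unstimulated DMSO-only wells; some compounds past the cut are filed as inactive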
Target sequence (Q99500 whole entry, looked up): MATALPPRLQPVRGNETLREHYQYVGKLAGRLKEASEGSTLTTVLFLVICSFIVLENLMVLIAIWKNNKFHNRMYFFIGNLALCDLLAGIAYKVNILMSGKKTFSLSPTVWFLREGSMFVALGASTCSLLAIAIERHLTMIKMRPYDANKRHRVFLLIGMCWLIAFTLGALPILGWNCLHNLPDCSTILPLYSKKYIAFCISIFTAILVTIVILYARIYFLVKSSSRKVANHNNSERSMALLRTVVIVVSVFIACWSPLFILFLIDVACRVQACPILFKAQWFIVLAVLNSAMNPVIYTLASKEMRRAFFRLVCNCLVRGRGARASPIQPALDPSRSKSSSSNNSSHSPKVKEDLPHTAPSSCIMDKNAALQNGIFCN
PPARg SRC-3 ag: PPARgamma-driven SRC-3 recruitment agonism. P37231. biochemical PPARgamma/SRC-3 coactivator recruitment assay. activation, % at 8 µM. hit rate 0.26% among 200,000. AID 731; in the data active means activation above about 23%;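 further: 0% = DMSO and 100% = reference agonist; some compounds past the cut are filed as inactive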
PMI act satM6P: PMI (human) activation, high substrate | hit rate 0.34% among 190,000 | AID 1216 | P34949 | activation factor at 20 µM | coupled PMI enzyme assay, resazurin fluorescence, 20 min; hits give high values; 1 = untreated enzyme, 0 = substrate-free blank;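 active means activation factor of 2 or more at 20 µM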
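Technique: Diaphorase-driven resazurin-to-resorufin fluorescence, excitation 544, emission 590 nm | Assay system: Human PMI in coupled enzyme assay | Times: Enzyme reaction with compound 20 min at room temperature | Medium: HEPES-buffered pH 7.4 with magnesium and detergent | Reagent: Mannose-6-phosphate 1.0 mM (near-saturating) plus 0.22 mM NADP+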
PPARg SRC1 recr: agonists of human PPARgamma SRC-1 coactivator recruitment | P37231 | PPARgamma-SRC-1 coactivator recruitment biochemical assay | activation, % at 8 µM | hit rate 0.41% among 200,000 | AID 631; in the data active means activation above about 19%;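 further: 0% = DMSO and 100% = reference agonist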
G6PDH counter: L. mesenteroides G6PDH inhibition counter-screen; Purified L. mesenteroides G6PDH, diaphorase/resazurin coupled fluorescence, 45 min; inhibition, % at 5 µM; hit rate 0.12% among 200,000; AID 1020; in the data active means inhibition above about 50%
Numbers without * were called inactive; · = no result given. Compounds as they come. Share with any hit: about 3.3%.

The line under a structure holds: PPARg SRC1 recr	S1P3 antagonist	Diaphorase inh	PPARg SRC2 recr	G6PDH counter	TR-FRET SRC-2 ct	PMI act satM6P	Diaph act CS	PMI activator	PPARg SRC-3 ag	ROMK primary
Cc1cccc(N(CC(=O)Nc2ccccc2-c2ccccc2)S(=O)(=O)c2ccccc2)c1C
→ 1.3	-3.8	15.8	4.9	-7.3	1628	0.9	0.8	0.8	-0.4	-0.911
CCCC(c1nnnn1Cc1ccccc1)N1CCN(c2ccccc2OC)CC1 (stereo not given)
→ -0.3	6.5	23.5	10.9	4.3	1677	1	0.8	1	-1.1	·
COc1ccc(CCn2c(C)cc(C(=O)CSc3nnnn3-c3ccccc3)c2C)cc1
→ -4.4	·	14.3	-2.8	-0.6	1477	1	0.9	1	-8.7	·
CNc1nc(Cl)nc(NC(C)(C)C)n1
→ 0.5	·	5.6	6.8	4.6	1705	0.9	0.9	1	3.5	·
CCCCn1c(SCC(=O)Nc2cc(C)on2)nnc1-c1cccnc1
→ 4.1	5.4	4.1	11.1	-5.8	1595	1	1	0.9	5.9	·
O=C(CSc1c2c(nc3cc(Cl)ccc13)CCCC2)NCCCN1CCOCC1
→ 24.6*	-3.5	21.9	26.0*	-1.0	1791	1	0.8	1	12.3	-1.78*
O=C1N(c2ccccc2)C(c2ccc(Cl)cc2)N2CCCN12 (stereo not given)
→ 5.7	-47.8	12.8	6.0	-1.1	1647	0.9	0.9	0.9	7.1	·
O=C(Nc1scc(-c2ccc(F)cc2)c1C(=O)O)c1ccco1
→ 1.0	-10.6	9.8	-8.7	4.7	1506	0.9	0.9	1	-9.2	1.27
CCOC(=O)N1CCN(CC(=O)Nc2c(C(=O)OC)[nH]c3ccc(Cl)cc23)CC1
→ 2.8	-12.2	-10.4	-5.8	7.4	1573	1.1	1.1	1	-4.8	·
O=C(CCN1CCCC1)Nc1cccc(Br)c1
→ 2.5	-7.1	13.8	2.9	13.2	1581	1	0.9	0.9	12.4	-0.348
O=C(/C=C/c1ccccc1)NCCCNC(=O)/C=C/c1ccccc1
→ 3.6	-6.0	-4.9	5.8	8.2	1615	1	1	1.2	1.9	-1.39
Cc1ccc(C(=O)CC(C(=O)O)n2cnc([N+](=O)[O-])n2)cc1 (stereo not given)
→ -3.1	-0.6	-8.0	5.1	8.5	1662	1	1.1	1.1	-0.6	-0.598
CC(=O)Nc1nc(C)c(Oc2ccccc2)c(=O)[nH]1
→ -0.3	2.2	7.2	-0.6	-2.9	1393	0.9	0.9	0.9	-9.9	·
COc1ccc(S(=O)(=O)Nc2ccc3cn[nH]c3c2)cc1C
→ 4.0	1.3	19.2	-0.8	0.7	1473	0.6	0.8	0.8	-0.3	-1.08
CCc1ccc(C(=O)C(C)OC(=O)C2COc3ccccc3O2)cc1 (stereo not given)
→ -2.1	-7.5	25.4	-4.7	0.5	1700	0.9	0.7	0.9	0.2	·
CC(C)CCSc1nc(N2CCOCC2)c2c(c1C#N)CC(C)(C)OC2
→ 10.5	30.1	34.1	-10.6	2.1	1501	0.9	0.7	0.9	2.3	-1.74
CCOC(=O)/C(O)=C/c1ncc(C(F)(F)F)cc1Cl
→ -1.1	·	8.9	-1.4	4.8	1487	1	0.9	0.8	-5.3	·
COCCn1c(C)cc(C2=NNC(=Nc3ccccc3F)SC2)c1C
→ 3.2	·	7.8	8.8	2.0	1452	1.9	0.9	1.5	-1.2	-0.032
CCOc1ncccc1C(=O)OCC(=O)NCCc1ccccc1
→ 2.3	·	8.7	1.3	4.0	1588	1	0.9	1	-5.8	0.0222
Cc1cccn2cc(COc3cccc([N+](=O)[O-])c3)nc12
→ 13.4	-6.6	17.2	3.3	3.2	1706	1	0.8	0.9	2.3	-0.686
C/C(Cl)=C/Cn1c(N2CCCC2)nc2c1c(=O)n(C)c(=O)n2C
→ 10.8	10.8	14.3	9.1	12.7	1531	0.9	0.9	1.1	-7.2	·
O=[N+]([O-])c1ccc(/C=C/c2ccc3cccc([N+](=O)[O-])c3n2)cc1
→ 3.4	11.2	13.5	-2.4	19.1	1589	0.8	0.9	0.8	2.9	0.215
CC(C)(C)NC(=O)Cn1nnc(-c2ccc(S(C)(=O)=O)cc2)n1
→ 8.9	-10.5	3.0	3.2	2.3	1505	1	1	1	15.1	0.654
CCOC(=O)C(NS(=O)(=O)c1ccccc1)(C(F)(F)F)P(=O)(OC(C)C)OC(C)C (stereo not given)
→ 1.2	·	10.3	5.5	5.4	1552	1.5	0.9	1.2	5.5	0.00926
Cc1ccc(C2C(C#N)=C(N)Oc3c2sc2ccccc32)o1 (stereo not given)
→ 11.9	-47.4	55.2*	3.2	31.8	1911	0.4	0.4	0.8	13.2	·
CCN(CC)c1ccc(O)c(C=Nc2ccc(C)c(C)c2)c1
→ 2.0	-0.8	16.0	-2.3	10.7	1426	0.4	0.8	0.8	-0.8	0.143
Cc1ccc(CNC(=O)C2(c3cccs3)CCOCC2)cc1
→ -1.0	-1.9	0.3	1.1	-3.7	1526	1	1	1	-2.4	·
Cc1ccc(C2(CCN)CCOC(C(C)C)C2)cc1 (stereo not given)
→ 1.1	-3.3	11.2	-1.1	8.3	1414	0.9	0.9	0.8	-1.0	·
Cc1cccc(OCC(=O)Nc2nc3ccc([N+](=O)[O-])cc3s2)c1
→ 4.7	·	19.4	5.8	4.1	1549	0.9	0.8	0.9	0.7	-0.118
Cc1ccc(NCC(=O)N/N=C\C(Br)=C\c2ccccc2)cc1
→ -0.3	·	3.3	7.1	-0.5	1542	1	1	0.9	2.8	-0.103
CCOc1ccc(C(c2c(NC(=O)c3ccccc3)sc(C)c2C)N2CCN(CCO)CC2)cc1 (stereo not given)
→ 10.7	4.6	12.3	8.1	12.9	1438	1	0.9	0.8	-2.4	-1.54
CCn1c2ccccc2c2nnc(SCC(=O)c3ccccc3)nc21
→ -2.8	13.5	29.5	-4.0	-57.4	1582	0.9	0.7	0.9	-11.9	-0.309
O=c1sc(N2CCN(c3ccc(F)cc3)CC2)nc2ccsc12
→ -1.8	·	14.2	-3.0	11.1	1548	0.9	0.9	0.9	-11.8	·
COc1ccc(CCC(C)Nc2ccc(F)c(F)c2)cc1 (stereo not given)
→ -2.5	0.0	19.1	4.5	8.0	1472	1	0.8	1	2.5	-0.0954
CCN(CC)C1=CC2=CC(=C(C#N)C#N)CCC2CC1 (stereo not given)
→ 13.0	-9.2	28.3	1.7	14.7	1800	0.5	0.7	0.7	1.7	·
Cc1ccccc1-c1noc(-c2ccccc2C(=O)N2CCCC2)n1
→ -0.2	3.5	20.8	0.9	3.5	1735	0.9	0.8	1	-9.2	·
Cc1ccsc1C(=O)NC(C)c1ccc2c(c1)OCO2 (stereo not given)
→ -3.7	·	1.3	9.7	2.4	1586	1.1	1	1	0.3	-0.305
O=C(CN(Cc1ccco1)C(=O)CNS(=O)(=O)c1ccc(Cl)cc1)NCc1ccc(F)cc1
→ 1.4	12.6	·	-1.8	·	1731	·	·	·	-3.1	·
O=C(O)CCCC(=O)Nc1cccc2cccnc12
→ -3.9	-2.2	5.0	-2.8	7.1	1540	0.8	0.9	1	-3.4	·
CC(C)(O)C#Cc1ccc(CN2CCN(Cc3ccsc3)C(CCO)C2)s1 (stereo not given)
→ 7.7	-3.7	19.5	5.4	2.8	1405	0.9	0.8	0.8	4.5	0.185

A portion of the results above:
The line under a structure holds: PPARg SRC1 recr	S1P3 antagonist	Diaphorase inh	PPARg SRC2 recr	G6PDH counter	TR-FRET SRC-2 ct	PMI act satM6P	Diaph act CS	PMI activator	PPARg SRC-3 ag	ROMK primary
CCOc1ccc(C(c2c(NC(=O)c3ccccc3)sc(C)c2C)N2CCN(CCO)CC2)cc1 (stereo not given)
→ 10.7	4.6	12.3	8.1	12.9	1438	1	0.9	0.8	-2.4	-1.54
CCn1c2ccccc2c2nnc(SCC(=O)c3ccccc3)nc21
→ -2.8	13.5	29.5	-4.0	-57.4	1582	0.9	0.7	0.9	-11.9	-0.309

Later entries.
The line under a structure holds: PPARg SRC1 recr	S1P3 antagonist	Diaphorase inh	PPARg SRC2 recr	G6PDH counter	TR-FRET SRC-2 ct	PMI act satM6P	Diaph act CS	PMI activator	PPARg SRC-3 ag	ROMK primary
C=CCn1c(SCC(=O)c2[nH]c(C)c(C(=O)OC)c2C)nc2scc(-c3ccc(OC)c(OC)c3)c2c1=O
→ -2.7	12.8	10.9	-6.4	-25.8	1399	1	0.9	0.8	-0.1	·
CCOC(=O)N1CCN(S(=O)(=O)c2cc([N+](=O)[O-])c(C)cc2C)CC1
→ -3.4	-14.0	6.6	2.8	18.1	1673	0.9	0.9	0.9	4.9	·
CCOC(=O)c1sc(N(C)C)nc1-c1ccccc1
→ 0.7	·	0.6	6.8	13.9	1562	1.1	1	1.1	7.0	·
CNc1nc(N)nc(-c2cc(Cl)ccc2OC)n1
→ -13.3	-10.9	11.2	-0.6	2.0	1318	1	0.9	1	-6.0	0.192
FC(F)(F)c1cc(C(F)(F)F)c2ccc(N3CCN(c4ncccn4)CC3)nc2n1
→ 9.3	·	4.3	6.2	3.6	1478	1	1	1	4.5	0.388
CCOC(=O)c1c(CN(C)C)n(C)c2ccc(OC(C)=O)cc12
→ 3.2	-4.0	17.5	0.2	-0.1	1521	1	0.8	1	1.6	0.56
CCCCN(C)S(=O)(=O)c1c(C)[nH]c(=O)[nH]c1=O
→ -1.8	·	9.5	0.8	-0.6	1599	1	0.9	1	-3.2	2.55
Cc1ccnc(NS(=O)(=O)c2ccc(C(C)(C)C)cc2)c1
→ -7.4	-10.3	5.7	-0.6	8.4	1615	1	0.9	0.9	1.0	·
Cc1cc(C)c(NC(=O)Nc2ccccc2)c(Cl)c1
→ -3.0	-15.6	-1.4	-4.0	6.7	1580	1	1	1	0.7	-0.283
CCN(Cc1ccncc1)Cc1c(O)ccc2cc(Br)ccc12
→ -0.2	-6.0	33.4	-1.3	6.6	1404	0.4	0.7	0.6	-0.4	-0.117
Cc1cc2ncc(-c3ncc(C(F)(F)F)cc3Cl)cn2n1
→ -0.8	·	10.2	-0.1	2.7	1477	0.9	0.9	0.9	-0.2	·
O=C(O)C1CCCN1C(=O)c1cncc(Br)c1 (stereo not given)
→ 1.5	-17.9	6.3	6.2	3.6	1747	1	0.9	1	11.1	·
Cc1ccccc1NC(=O)c1ocnc1C
→ 3.8	-20.6	18.7	-4.2	1.5	1423	1	0.8	1.1	-2.7	·
O=C(Nc1cccc(Br)c1)/C(=C\c1cccnc1)NC(=O)c1ccco1
→ -4.2	·	-4.6	2.4	-2.3	1404	1	1	1	1.1	·
CN(CC1CCCO1)S(=O)(=O)c1ccc(C(=O)Nc2nc(-c3ccccn3)cs2)cc1 (stereo not given)
→ 9.9	25.7	24.1	8.1	-42.8	1676	1	0.8	1	-1.1	·

Screening results from PubChem.
